# TGFb SMAD3 inh – blocks TGF-b signaling; actives 1.2% (n = 410,000); Potency, µM (highest dose often 46.1 µM), for inactives: top-dose activity, negative = inhibition, most hits filed as inhibitors; HepG2 CAGA-GFP TGF-b/SMAD3 reporter, GFP fluorescence, 18 h; TGF-beta stimulated, 500 pg/mL final; further: potency means the concentration at half of the fitted maximal effect; on the % scale 0 is the no-effect control and ±100 the full control effect; nearly all actives have a fitted effect of over 65% in size
#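 HEPG2 CAGA-GFP cells (1000/well, DMEM with 1% FBS) were pre-incubated 2 h at 37 degrees C, given compound by pin tool, then stimulated with TGF-beta at 500 pg/mL final for 18 h before per-cell GFP fluorescence imaging.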
# Nrf2 activator – Nrf2 pathway activation. AREc32 ARE-luciferase reporter (MCF7-derived line), luminescence, 24 h. Potency, µM (highest dose often 46.1 µM), without a hit: top-dose activation, usual class: activators. actives 0.31% (n = 410,000). AID 624171; further: potency means the concentration at half of the fitted maximal effect; % of control where 0% means no effect; nearly all actives have a fitted effect of over 65% in size
#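 Reporter line AREc32 (ARE-Fluc), seeded overnight in OPTI-MEM with 5% FBS; compound pin-transferred, 24 hr at 37 deg C, 5% CO2; luminescent read-out.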
# CCT modulator – cytosolic chaperonin activity modulation; purified chaperonin ATPase assay, HTRF ADP detection, 30 min; activity change, % (no concentration beside the values), hits read low; actives 0.3% (n = 360,000); AID 651819; in the data active means activity change below about -30%; further: on the % scale 0 is the no-effect control and ±100 the full control effect
#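 Enzyme 40 or 20 nM (batch-dependent) in Tris pH 7.4/KCl/MgCl2/DTT; cpd 76 uM single point; ATP 10 uM; 30 min 37 °C; Transcreener ADP HTRF detection, 30 min RT; ratio 665/615.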
# pAkt inh – inhibitors of Akt phosphorylation. AID 651550. activity change, % for hits at 50 µM. actives 0.32% (n = 360,000). Neuro2A IGF-stimulated pAkt S473 HTRF, 20 min; active compounds read low; in the data active means activity change below about -80%; inconclusive means mostly about -51% to -80%; further: on the % scale 0 is the no-effect control and ±100 the full control effect
#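 Neuro2A cells in DMEM with 0.5% FBS, overnight at 37 deg C, given compound at single 50 µM final, then IGF (6 nM final) for 20 min at 37 deg C. Lysed; phospho-Akt Ser473 by HTRF after 24 h, 665/615 ratio.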
# S2 tox – cell viability loss in ATXN counter-screen; S2 cells (HEK-293 line with an ATXN2-luciferase reporter) viability, CellTiter-Fluor protease fluorescence, 24 h; Potency, µM (titrated, usually from 56.7 µM), most hits filed as cytotoxic; actives 0.49% (n = 400,000); AID 651635; further: potency means the concentration at half of the fitted maximal effect; nearly all actives have a fitted effect of over 40% in size
# HepG2 tox – HepG2 cytotoxicity, counter-screen for TGF-b inhibitors; HepG2 CAGA-GFP viability, ATP luminescence, 18 h; Potency, µM (titrated, usually from 46.1 µM), without a hit: at the highest dose activity change, negative = cytotoxicity, hits mostly cytotoxic; actives 0.76% (n = 410,000); AID 588856; further: potency means the concentration at half of the fitted maximal effect; some results filed as inactive show a strong effect at the top dose
#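 HepG2 CAGA-GFP cells (1000/well, DMEM with 1% FBS) received compound, then TGF-beta at 500 pg/mL final, and were incubated 18 hours at 37 degrees C. Viability was read by CellTiter-Glo luminescence. Media-only wells were set as complete cell-killing and DMSO as no toxicity.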
# Mm-Cpn inhibitor – inhibitors of Methanococcus maripaludis chaperonin (MmCpn); purified Mm-Cpn ATPase, ADP Transcreener TR-FRET; Potency, µM (titrated, usually from 76.9 µM), without a hit: at the top dose activity, negative = inhibition, hits mostly inhibitors; actives 0.031% (n = 330,000); AID 504842; further: potency means the concentration at half of the fitted maximal effect; on the % scale 0 is the no-effect control and ±100 the full control effect; nearly all actives have a fitted effect of over 80% in size
#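 TR-FRET (320 nm excitation; 590 and 665 nm emission) reports ADP made from 10 uM ATP by 25 nM enzyme; compounds were preincubated 10 min, reaction run 30 min, both at 37°C.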
# Nrf2 inh – blocks Nrf2 signaling. A549 ARE-Fluc reporter, luciferase luminescence, 18-24 h. Potency, µM (titrated, usually from 46 µM), for inactives: at the highest dose activity change, negative = inhibition, usual class: inhibitors. actives 2.1% (n = 360,000). AID 504444; further: potency means the concentration at half of the fitted maximal effect; on the % scale 0 is the no-effect control and ±100 the full control effect; nearly all actives have a fitted effect of over 60% in size
#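 Reporter: ARE-Fluc in A549. Exposure: 18-24 h, 37 °C, 5% CO2, 5% FBS OPTI-MEM. Readouts: fluorescent cytotoxicity (CellTiter-Fluor), then luminescent Nrf2 signal after BugLite.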
# A549 viability – kills or reduces viability of A549 cells in Nrf2 counter-screen; A549 ARE-Fluc cells, CellTiter-Fluor viability, 18-24 h; actives 0.16% (n = 390,000); Potency, µM (highest dose often 46 µM), for the others: top-dose activity change, negative = cytotoxicity, most hits filed as inhibitors; further: potency means the concentration at half of the fitted maximal effect; on the % scale 0 is the no-effect control and ±100 the full control effect
#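 A549 ARE-Fluc cells in 5% FBS OPTI-MEM, 5000 cells/well, rested 2 h then exposed to compounds in concentration-response for 18-24 h at 37 °C. Viability by CellTiter-Fluor fluorescence (Ex 405/Em 525) after 30 min; luciferase luminescence (BugLite, 15 min, RT) read afterwards.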
# * = called active by the depositor; i = inactive; ? = inconclusive; / = no result given; & = joins results of further samples; [ ] = dose if it differs, or a comment. Unless noted, the call rests on the fitted dose curve; in most records, active means well fitted curve in the direction sought with a large enough effect; inconclusive means small, poorly fitted or top-dose-only effect, or another doubt; inactive means no such curve, though single readings can be large; an effect the other way counts as inactive or inconclusive.
1. COc1cc(C(=O)NC2CC3CCCC(C2)N3Cc2ccccc2)cc(OC)c1OC (configuration not stated)
2. COC(=O)[C@@]1(Cc2ccc(F)cc2)[C@H]2c3cc(C(=O)N4CCCC4)n(CCc4ccccn4)c3C[C@H]2CN1C(=O)c1ccccc1
3. COc1ccc(/C=N/NC(=O)c2ccn[nH]2)cc1COc1ccc([N+](=O)[O-])c(C)c1
4. COc1ccc(NC(=O)c2ccco2)cc1NC(=O)c1ccccc1[N+](=O)[O-]
5. CCCCCn1c(N2CCC(C(N)=O)CC2)nc2c1c(=O)[nH]c(=O)n2C
6. CCC(CO)Oc1cc(NC(=O)c2ccc(OC)cc2)c2ncn(C(C)C)c2c1 (configuration not stated)
7. COc1ccc(-n2nnnc2/C=C/Nc2cc(C(F)(F)F)ccc2OC)cc1
8. COc1cccc(NC(=O)C2CCCN(S(=O)(=O)c3cccc4nsnc34)C2)c1 (configuration not stated)
compound no.,1,2,3,4,5,6,7,8
TGFb SMAD3 inh,2%,2%,-3%,-2%&0%,-2%,7%,?,1%
Nrf2 activator,-0.9%,0.8%,3.2%,5.2%&9.1%,-0.5%,-0.7%,7.1%,-0.5%
CCT modulator,-0.7,-0.3,0.6,2.3,-2.3,0.1,0.3,1.0
pAkt inh,i,i,i,i,i,i,i,i
S2 tox,i,i,i,i,i,i,i,i
HepG2 tox,-22%,0%,-12%,-6%&-2%,-6%,0%,-54%,-24%
Mm-Cpn inhibitor,1%,-2%,2%,-2%,0%,-3%,-2%,-12%
Nrf2 inh,-23%,-18%,?,-11%&12%,-5%,7%,-19%,?
A549 viability,-26%,-11%,-11%,10%&1%,-1%,6%,1%,-14%

9. COc1ccc(CC(=O)NCC2(c3ccc(OC)c(OC)c3)CCCC2)cc1
10. Cc1ccc(C)c(-c2nnc(NC(=O)C3=COCCO3)o2)c1
11. Cc1ccc(Cc2c(-c3ccc(C)cc3)nc3ccc(Br)cn23)cc1
12. COc1ccccc1NS(=O)(=O)c1cc(C)ccc1C
13. COc1cc(OC)c(OC)cc1/C=N/n1c(COc2ccccc2)n[nH]c1=S
14. CCOc1ccccc1NC(=O)CCN1CCN(S(=O)(=O)c2ccc(Br)cc2)CC1
15. COc1cc(C2C(C(=O)c3cccs3)=C(O)C(=O)N2Cc2ccco2)cc(OC)c1OC (configuration not stated)
16. O=C(O)c1nn(Cc2nc3ccccc3o2)c(=O)c2ccccc12
compound no.,9,10,11,12,13,14,15,16
TGFb SMAD3 inh,-11%,-6%,-24%,-3%,-8%,3%,?,1%
Nrf2 activator,-0.5%,3.2%,4.5%,-0.4%,0.7%,-0.1%,2.5%,18%
CCT modulator,0.4,-1.8,1.2,1.4,-2.6,-2.6,-0.1,-1.1
pAkt inh,i,i,i,i,i,i,i,i
S2 tox,i,i,?,i,i,i,i,i
HepG2 tox,6%,-1%,-23%,-27%,6%,-16%,-34%,-6%
Mm-Cpn inhibitor,0%,1%,/,1%,2%,-1%,0%,3%
Nrf2 inh,2%,-1%,/,-28%,?,/,13%,0%
A549 viability,-1%,-2%,/,2%,1%,11%,-9%,0%

17. CCOC(=O)C1=CN(Cc2cccc(F)c2)S(=O)(=O)N(C)C1c1cccc(OC)c1 (configuration not stated)
18. CSc1nc(-c2ccccc2)nc(NC(C)=O)c1C(C)=O
19. COc1ccc(C2=NN(C(=O)CSc3nc4ccccc4s3)C(c3ccc(OC)cc3)C2)cc1 (configuration not stated)
20. Cc1ccc(C(=O)c2ccccc2C(=O)O)c(O)c1
21. CCN(Cc1ccccc1)C(=O)CCc1nc(CN2CCN(C(=O)c3ccc([N+](=O)[O-])cc3)CC2)no1
22. Cc1cc(C)c(N)c(C(=O)O)c1
23. NC(=O)C1CCN(C(=O)c2ccc(NS(=O)(=O)c3ccc(F)c(F)c3)cc2)CC1
24. Cc1cc(C)c(C#N)c(SCC(=O)OC2CCCCC2)n1
compound no.,17,18,19,20,21,22,23,24
TGFb SMAD3 inh,-24%,-17%,-2%,6%,-19%,11%,1%,-6%
Nrf2 activator,1.2%,?,-0.1%,-0.1%,2.7%,-0.6%,-0.9%,2.0%
CCT modulator,-0.7,2.0,-1.3,1.1,1.0,-2.1,-2.0,-0.9
pAkt inh,i,i,i,i,i,i,i,i
S2 tox,i,?,i,i,i,i,i,i
HepG2 tox,1%,-2%,1%,0%,3%,5%,-2%,-5%
Mm-Cpn inhibitor,-4%,0%,-5%,0%,-2%,-1%,1%,0%
Nrf2 inh,-30%,13%,-25%,4%,0%,1%,-2%,?
A549 viability,-2%,0%,-2%,1%,3%,-4%,0%,9%

25. COc1ccccc1NC(=O)Cn1c(=O)n(CCc2ccccc2)c(=O)c2c3c(sc21)CN(C(C)=O)CC3
26. CSCCC(NS(=O)(=O)c1cccc(C(F)(F)F)c1)C(=O)N(C)CCOc1ccc(Cl)cc1 (configuration not stated)
27. CCO[C@H]1OC(C(=O)N2CCN(Cc3ccccc3)CC2)=C[C@@H](c2coc3ccccc3c2=O)[C@@H]1CCCO
28. O=C(Nc1cccc(Oc2ccc3c(c2)C(=O)NC3=O)c1)c1cccs1
29. Cn1cccc1C(C#N)c1ccccc1C#N (configuration not stated)
30. CCOC(=O)C1=C(C)N(C[C@@H]2CC[C@@H](Cc3ccc(-c4ccccc4)cc3)O2)C(=O)NC1c1ccc(C(F)(F)F)cc1 (some centres not stated)
31. CCNC(=O)C1CCCN1C(=O)C(CCCN=C(N)N)NC(=O)C(CC(C)C)NC(=O)C(Cc1cn(Cc2ccccc2)cn1)NC(=O)C(Cc1ccc(O)cc1)NC(=O)C(CO)NC(=O)C(Cc1c[nH]c2ccccc12)NC(=O)C(Cc1cnc[nH]1)NC(=O)C1CCC(=O)N1 (configuration not stated)
32. O=C(NC1=NCCS1)C1CC(=O)N(c2ccc(F)cc2)C1 (configuration not stated)
compound no.,25,26,27,28,29,30,31,32
TGFb SMAD3 inh,?,?,-3%,-2%,-3%,-29%,16%,0%
Nrf2 activator,0.7%,3.8%,6.1%,0.6%,0.6%[9.22 µM],5.6%,0.3%,-0.4%
CCT modulator,/,1.2,-2.9,-2.1,0.0,-1.4,-1.6,-1.3
pAkt inh,/,i,i,i,i,i,i,i
S2 tox,i,i,i,i,i,i,i,i
HepG2 tox,-27%,1%,-23%,-20%,-8%,-24%,3%,-1%
Mm-Cpn inhibitor,/,2%,/,1%,3%,-1%,-8%,?
Nrf2 inh,-28%,?,-5%,-13%,4%,?,1%,16%
A549 viability,3%,-11%,4%,13%,-3%,-5%,-6%,0%

33. CCN(CC)S(=O)(=O)c1ccc(C(=O)NC2CC(=O)N(c3ccc(OC)c(OC)c3)C2)cc1 (configuration not stated)
34. O=C(N/N=C/c1ccccc1OCc1ccccc1)c1cccs1
35. CCC(OC(=O)c1nsc(Cl)c1Cl)C(=O)NCC1CCCO1 (configuration not stated)
36. CCOc1ccc(Nc2cc(C)nc(-n3nc(C)cc3C)n2)cc1
37. COc1cccc(N2CCN(C(=O)c3ccc4ccccc4c3)CC2)c1
38. Cc1nc(NC(=O)CSc2ccccc2N)sc1C
39. CC(=O)c1sc(NC(=O)CS(=O)(=O)c2ccccc2)nc1-c1ccccc1
40. O=C(c1ccsc1)N1CCCC(N2CCN(c3cccc(C(F)(F)F)c3)CC2)C1 (configuration not stated)
compound no.,33,34,35,36,37,38,39,40
TGFb SMAD3 inh,-12%,-5%,2%,?,?,0%,-28%,?
Nrf2 activator,-0.2%,8.2%,-0.3%,0.5%,-0.7%,3.2%,0.8%,0.6%
CCT modulator,/,-3.1,0.8,0.7,2.5,0.2,-2.1,-0.3
pAkt inh,/,i,i,i,i,i,i,i
S2 tox,i,i,i,?,i,i,i,?
HepG2 tox,-24%,-10%,4%,-21%,6%,-13%,-15%,-17%
Mm-Cpn inhibitor,/,0%,4%,5%,-2%,-1%,-9%,0%
Nrf2 inh,/,8%,-8%,?,22%,1%,?,-19%
A549 viability,1%,6%,4%,-19%,-1%,1%,-8%,-1%

41. COc1cccc(OCc2ccc(C(=O)NCC3CCCO3)cc2)c1 (configuration not stated)
42. O=C(Nc1ccccc1)c1nc[nH]c1C(=O)NCCN(CCNC(=O)c1[nH]cnc1C(=O)Nc1ccccc1)CCNC(=O)c1[nH]cnc1C(=O)Nc1ccccc1
43. CC(C)c1cccc(-c2ccc3c(c2)S(=O)(=O)c2cccc(C(=O)O)c2C3=O)c1
44. O=C(c1ccc2nc3ccc(Cl)cc3c(=O)n2c1)N1CCOCC1
45. O=C(NCc1ccc2c(c1)OCO2)c1ccc(COc2cccc(Cl)c2)o1
compound no.,41,42,43,44,45
TGFb SMAD3 inh,0%,20µM*,8%,-1%,-1%
Nrf2 activator,2.1%,3.8%,-0.5%,-0.4%,-0.3%
CCT modulator,-4.8,-0.8,-2.9,-4.4,0.2
pAkt inh,i,i,i,i,i
S2 tox,i,i,i,i,i
HepG2 tox,-7%,-19%,1%,6%,-21%
Mm-Cpn inhibitor,0%,3%,4%,-1%,1%
Nrf2 inh,-3%,-18%,1%,6%,?
A549 viability,-3%,-15%,-7%,2%,3%

# Along the list, as entered above.
# Nos. 41–45 in Nrf2 inh: -3%, -18%, 1%, 6%, ?
# Nos. 41–45 in HepG2 tox: -7%, -19%, 1%, 6%, -21%
# Nos. 41–45 in Mm-Cpn inhibitor: 0%, 3%, 4%, -1%, 1%
